PvdQ inh: P. aeruginosa PvdQ acylase inhibitors, primary screen, biochemical, fluorescence, plate reader and imaging, single point; PvdQ acylase [Pseudomonas aeruginosa LESB58]; purified PvdQ acylase; inhibition, % at 10 µM; 0.063% of 340,000 active; AID 488965, 2010; in the data active means inhibition above about 30%, passing the limit was not always enough; inconclusive means no clear call, values can overlap the other calls;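 further: 0% = vehicle neutral wells and 100% = reference inhibitor wells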
Keap1-Nrf2 PPI: Keap1-Nrf2 protein-protein interaction inhibitors, primary screen, biochemical, fluorescence polarization, single point | Kelch-like ECH-associated protein 1 (Homo sapiens), Q14145 | 0.15% of 340,000 active | AID 504523, 2011 | Keap1 Kelch-Nrf2 peptide fluorescence polarization, 1536-well | inhibition, % at 9.4 µM; in the data active means inhibition above about 12%; inconclusive means no clear call, values can overlap the other calls; inactive means below about 7.3%;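 further: human Keap1 Kelch domain with fluorescein labeled Nrf2 9mer peptide probe; 0% = neutral control wells and 100% = peptide positive control; higher means more block of Keap1 binding to Nrf2 peptide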
Target sequence (Q14145 whole entry, looked up, the tested form may be a part): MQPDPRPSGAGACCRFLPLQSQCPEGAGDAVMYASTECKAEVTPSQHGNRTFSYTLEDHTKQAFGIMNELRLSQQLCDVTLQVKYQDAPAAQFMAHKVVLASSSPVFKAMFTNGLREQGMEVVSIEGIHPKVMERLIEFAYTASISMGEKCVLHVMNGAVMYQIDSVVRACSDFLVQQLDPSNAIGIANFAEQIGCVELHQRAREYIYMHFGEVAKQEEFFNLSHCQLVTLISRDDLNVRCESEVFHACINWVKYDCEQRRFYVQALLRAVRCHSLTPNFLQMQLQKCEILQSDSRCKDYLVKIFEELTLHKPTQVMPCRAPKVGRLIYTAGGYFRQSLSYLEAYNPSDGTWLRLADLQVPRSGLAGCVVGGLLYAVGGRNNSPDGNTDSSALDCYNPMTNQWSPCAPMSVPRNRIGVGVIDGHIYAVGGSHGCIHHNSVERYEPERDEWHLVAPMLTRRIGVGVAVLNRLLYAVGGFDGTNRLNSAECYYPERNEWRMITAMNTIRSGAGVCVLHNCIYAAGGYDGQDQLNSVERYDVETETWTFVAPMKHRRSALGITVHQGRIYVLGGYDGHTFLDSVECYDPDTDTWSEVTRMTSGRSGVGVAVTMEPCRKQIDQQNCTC
C-LANA FP: inhibitors of KSHV C-LANA binding to DNA, primary screen, biochemical, fluorescence polarization, FAM-LBS DNA, MBP-C-LANA, single point; AID 504423, 2011; inhibition, % at 9 µM; Kaposi's sarcoma herpesvirus LANA C-terminal domain (residues 932-1162) DNA binding; 0.078% of 340,000 active;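 active means highest replicate inhibition at or above 60% at 9 µM, even if other replicates fall short; inactive means all replicates below 60% inhibition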;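 further: 0% = neutral control wells and 100% = 4 µM acridine orange control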
PfHsp90 yeast 2: growth inhibition of PfHsp90-expressing yeast, primary screen, antimalarial PfHsp90 inhibitor project, S. cerevisiae, BacTiter-Glo luminescence, single point, set 2. BacTiter-Glo ATP, 48 h; yeast lacking PDR1 and PDR3 efflux regulators. inhibition, % at 9.4 µM. AID 504621, 2011. 0.32% of 310,000 active;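 active means every replicate shows inhibition above about 80%, whatever the replicate mean, limit read from the data; inconclusive means mean inhibition reaches the set limit but some replicate falls short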;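 further: 0% = DMSO neutral controls and 100% = 20 µM radicicol positive controls; yeast relying on Plasmodium falciparum Hsp90 in place of its own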
SUMO Mot1 rescue: yeast Mot1-301 growth rescue at high temperature, primary screen, SUMOylation pathway inhibitor project, S. cerevisiae, ATP luminescence, 38.5C | S. cerevisiae Mot1-301 growth rescue; percent above DMSO median, 100 means doubled | growth rescue, % at 18.8 µM | 1% of 320,000 active;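 active means every valid replicate shows activation above 250% relative to neutral control wells; inactive means the rest, any valid replicate at or below 250%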;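 further: OY570 slx delta 5 strain wells were the positive control but not used for scaling; some compounds called inactive have numbers as strong as hits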
NSD2 HMT inh: NSD2 histone methyltransferase inhibitors, primary screen, biochemical, AlphaScreen, single concentration, set 2; 0.54% of 310,000 active; Histone-lysine N-methyltransferase NSD2 (Homo sapiens), O96028; NSD2 peptide methylation, 120 min; inhibition, % at 12.5 µM; in the data active means inhibition above about 50%
CDK5 p35 inh: inhibitors of human CDK5/p35 kinase, primary screen, biochemical, single concentration | Cyclin-dependent kinase 5 (Homo sapiens) + Cyclin-dependent kinase 5 activator 1 (Homo … | Recombinant CDK5/p35, ADP-Glo luminescence, 60 min | inhibition, % at 10 µM | 0.01% of 330,000 active | AID 488839, 2010;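 active means highest replicate inhibition of at least 50% and at least 75% of replicates reaching 50%; inconclusive means only one of the two criteria met; inactive means both criteria failed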;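 further: plate controls were DMSO neutral control for no effect and GW8510 at 10 µM for full effect; many of its hits are not listed in these tables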
RTF Ca sens act: cardiac RTF calcium sensitivity activators, primary screen, biochemical, IANBD-TnC fluorescence, EC20 calcium; activation, % at 7.2 µM; Troponin I, cardiac muscle (Homo sapiens) + Troponin T, cardiac muscle (Homo sapiens) + …; IANBD-labeled TnC RTF fluorescence at EC20 calcium; 0% EC20 calcium, 100% full calcium; 0.24% of 340,000 active;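 active means activation above the mean over all tested compounds plus 3 SD, cut at about 30% in these data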;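 further: rise in fluorescence read as greater calcium sensitivity of cardiac thin filaments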
Rtt109 HAT inh: inhibitors of C. albicans Rtt109/Vps75 HAT, primary screen, biochemical, ThioGlo CoA-SH fluorescence, plate reader | Histone acetyltransferase RTT109 (Candida albicans (strain SC5314 / ATCC MYA-2876)), … | purified Rtt109/Vps75, 4 h | inhibition, % at 34.9 µM | 0.16% of 330,000 active | AID 540336, 2011;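 active means inhibition of at least 50% in every replicate; inconclusive means best replicate reaches 50% inhibition but some replicates fall short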
dFosB activator: activators of delta FosB homodimer, primary screen, biochemical, fluorescence polarization, TAMRA-CDK5 oligo, single point | purified delta FosB; percent of positive-control signal above neutral wells | activation, % at 25 µM | Protein FosB (Mus musculus), P13346 | 0.99% of 340,000 active;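 active means mean activation above about 17%, with every replicate also reaching it, limit read from the data, passing the limit was not always enough; inconclusive means only one of the two conditions met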;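 further: fluorescence polarization rise as delta FosB binds a TAMRA Cdk5 AP-1 oligo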
Target sequence (P13346 whole entry, looked up): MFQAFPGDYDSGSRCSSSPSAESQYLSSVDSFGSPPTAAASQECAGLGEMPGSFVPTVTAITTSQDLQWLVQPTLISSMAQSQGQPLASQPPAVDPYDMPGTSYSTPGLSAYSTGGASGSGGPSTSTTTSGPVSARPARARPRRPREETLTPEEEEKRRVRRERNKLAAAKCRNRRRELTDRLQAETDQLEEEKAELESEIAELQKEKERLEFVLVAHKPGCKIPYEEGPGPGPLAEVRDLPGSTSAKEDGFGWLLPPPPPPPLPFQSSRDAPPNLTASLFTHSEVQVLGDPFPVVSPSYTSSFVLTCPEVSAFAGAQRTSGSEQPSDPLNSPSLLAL
Cardiac RTF inh: cardiac RTF calcium sensitivity inhibitors, primary screen, biochemical, IANBD-TnC fluorescence, EC70 calcium; IANBD-labeled cardiac RTF, Ca2+ fluorescence; inhibition, % at 7.15 µM; 0.12% of 340,000 active;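 active means inhibition above the mean inhibition of all tested compounds plus 3 SD, cut at about 17% in these data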;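 further: assay run at fixed EC70 calcium of 1.6 mM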
* hit, by the source's call; u = inconclusive; x = not tested or not shown; + = active, no number.

Each structure is followed by: Keap1-Nrf2 PPI, Rtt109 HAT inh, Cardiac RTF inh, PfHsp90 yeast 2, NSD2 HMT inh, C-LANA FP, dFosB activator, RTF Ca sens act, SUMO Mot1 rescue, CDK5 p35 inh, PvdQ inh
- COc1ccccc1NC(=O)CCCC(=O)OCC(=O)c1ccc(F)cc1
  2, 0, -9, 11, -3, -0.7, 3, 8, -3, 0.6, -13
- N[C@@H](Cc1ccc(O)cc1)c1nnc([C@H](CO)NC(=O)C2CCNCC2)o1
  -2, 8, -3, -15, x, 1.9, 4, 0, 0, -0.3, -15
- Cc1ccc(S(=O)(=O)N2CCN(C(=O)COC(=O)COc3ccccc3C(C)C)CC2)c(C)c1
  -2, -4, 3, -10, 0, 0.1, -5, -2, x, -8.9, -12
- CCN1C(=O)CC(Sc2ccccc2C(=O)O)C1=O (centres undefined)
  3, -4, -6, -2, -3, 0.4, 3, 4, 320, 0.0, -6
- Cc1cc(C(=O)N/N=C/c2ccc[nH]2)no1
  1, 4, 0, 18, -3, 2.1, 0, 1, -34, 0.5, 20
- O=C(NCCOc1ccccc1F)C1CCC(=O)N(CC2CCCCC2)C1 (centres undefined)
  5, 28, -1, 2, 4, -1.5, -5, -1, x, x, 7
- O=C(NC(=S)NCc1ccccc1)c1cccc(Cl)c1
  -3, 1, 3, -8, -5, -3.3, 2, 2, 17, -1.1, -7
- Cc1nc(C#N)c(NCc2ccc3c(c2)OCO3)o1
  -3, -1, -1, 20, 2, 0.9, -3, -3, -9, -0.5, -15
- O=C(Nc1ccc2ncccc2c1)c1ccccc1Cl
  -2, x, -10, -12, -1, -0.1, -5, -4, 4, 0.8, 5
- COC(=O)c1ccc(NC(=O)Nc2ccc(OC)cc2)cc1
  1, -11, -8, -15, -1, -3.2, -5, 2, 9, 0.9, 1
- COc1ccc(CN2CCc3c([nH]c4ccccc34)C2)cc1Br
  -8, 1, 7, -2, 0, -3.5, 5, 0, 3, -4.9, -2
- COc1cccc(/C=C/C(=O)Nc2cc(S(=O)(=O)N3CCOCC3)ccc2OC)c1
  -7, 7, -6, -11, -1, -2.1, 1, -9, x, 1.6, -9
- CCOC(=O)c1c(C)n(C)c2ccc(OC(=O)c3ccco3)cc12
  -7, 11, 1, -18, x, -0.9, -3, 4, 6, -0.3, -12
- CC1CN(S(=O)(=O)c2ccc(C(=O)Nc3nc(-c4cc5ccccc5o4)cs3)cc2)CC(C)O1 (centres undefined)
  -4, -25, 1, -2, 2, 1.3, u, 2, 7, 2.0, -12
- CCCn1c(N2CCN(C(=O)NCc3ccccc3)CC2)nc2ccccc21
  -2, 2, 4, 3, x, -12, -2, -4, -16, 0.0, 1
- CC(=O)NC(CSC(CC(=O)c1ccco1)c1ccc(C)cc1)C(=O)O (centres undefined)
  -1, -64, 1, -18, 27, -0.3, 2, 3, 99, -1.0, -7
- CC(C)(C)n1nnnc1C(c1cc2cc3c(cc2[nH]c1=O)OCO3)N1CCN(c2ccccc2)CC1 (centres undefined)
  -3, 7, 0, 11, x, 2.4, -6, 1, -13, -0.7, -15
- OCCC1CN(Cc2cccc(C(F)(F)F)c2)CCN1Cc1ccccc1 (centres undefined)
  -3, -6, 0, 4, -1, 0.5, -4, 0, -11, 0.6, -16
- CCOc1ccccc1N1CCN(C(=O)NCc2ccc(F)cc2)CC1
  5, 3, -17, 22, 7, -1.0, -5, -6, 9, 0.0, -12
- CC(C)N1CC(C(=O)Nc2ccc(F)c(Cl)c2)CC1=O (centres undefined)
  3, 5, -5, 12, 35, -2.5, 0, -4, -13, -1.3, -2
- O=C(CCCC(=O)N(CC(=O)NC1CCCC1)C1CCCC1)Nc1ccccn1
  -3, -4, -1, -10, x, -0.7, -3, 5, 281, -0.8, -11
- OCCNc1nc(Nc2ccc(O)cc2)nc2ccccc12
  0, 12, -16, -5, 9, -1.8, 19*, -3, 209, -0.4, -10
- C/C(=C\CNc1ncnc2nc[nH]c12)CO
  -4, -26, -13, -8, x, -0.5, -4, 6, 21, -0.5, -16
- COc1cc(-c2cc(OC)c3c(C)oc(C)c3c(=O)c2)ccc1O
  -7, 13, -9, -35, 7, -0.6, -14, 3, 9, 2.3, -14
- Cc1ccc(C)c(NC(=O)C(=O)NCCc2c[nH]c3ccccc23)c1
  -1, -4, -9, 13, x, 0.9, -9, -6, -9, -0.9, 1
- CCOC(=O)N1CCN(S(=O)(=O)c2ccc(C(=O)N(CCN(C)C)c3nc4ccc(Cl)cc4s3)cc2)CC1
  -2, 2, -2, 3, 1, -2.3, 1, -5, 288, -0.2, 7
- Cc1ccc[n+](/C(C(=S)NCc2ccco2)=C(/[O-])c2ccccc2Cl)c1
  1, 7, 3, -13, 10, 0.9, 2, -1, -9, 0.7, 10
- Cc1c2cnn(CC(=O)NC3CCCC3)c(=O)c2c(C)n1Cc1ccccc1
  0, -2, 4, -9, 1, 0.6, -5, 0, 28, 1.7, -1
- COc1ccc(NCc2nnc(SCC(=O)Nc3cc(C)cc(C)c3)o2)cc1
  -3, 0, -8, x, 0, -1.1, -12, -2, 5, -2.5, -16
- O=Cc1c(N2CCOCC2)nc2ccccn2c1=O
  2, 5, 7, -15, -4, 0.8, 0, 6, -5, -2.4, 6
- N#C/C(=N\Nc1cccc2ccccc12)c1nnc2n1CCCCC2
  -6, 5, -19, 18, 2, 0.9, -11, 1, +, 0.5, 0
- O=C(Nc1ccc(S(=O)(=O)N2CCOCC2)cc1)c1ccc(Cl)c([N+](=O)[O-])c1
  -3, -3, -3, -9, 2, 1.4, -15, -3, x, 1.7, -9
- CCc1ccc(NC(=O)NCCN2CCc3ccccc3C2)cc1
  1, 3, -5, 7, 1, 0.2, 5, -9, 24, 0.5, -4
- COc1ccc(C(=O)CN2C(=O)COc3ccccc32)cc1
  -3, -1, 0, 5, 0, 0.0, -4, -3, -4, 0.1, -9
- CCc1cccc(NC(=S)N(CCOC)C(C)c2ccco2)c1 (centres undefined)
  -3, -21, -7, -13, 1, -1.0, -4, -2, -8, 0.9, -11
- O=C(N/N=C/c1cccnc1)c1cccc(F)c1
  0, -4, -7, -3, 0, 0.8, 2, -5, -20, -2.6, -20
- Cc1ccc(N2C(=O)c3ccc(C(=O)N4CCN(c5ccccc5F)CC4)cc3C2=O)cc1
  -7, 0, -1, -10, x, 0.0, 2, 1, 254, 0.2, 12
- CC(=O)Nc1cccc(C(=O)OCC(=O)N2CCN(C(=O)COC(=O)c3cccc(NC(C)=O)c3)CC2)c1
  -2, -6, -4, 11, -1, 0.6, 2, -3, x, 0.6, -4
- COCCNC(=O)c1ccc(NS(C)(=O)=O)cc1
  2, -7, -9, 16, -1, 0.4, -7, 1, 320, -1.4, -7
- CC(CN1CCCCC1)OC(=O)c1ccc(Cl)cc1 (centres undefined)
  -6, 3, 2, 22, 6, -0.3, 0, 4, 3, -0.2, -6
- CCc1nc(C)cn1S(=O)(=O)c1ccc([N+](=O)[O-])cc1
  -1, 8, 8, 9, 6, 1.8, -6, 4, -3, -1.9, 15
- CCc1ccc(C2C3=C(CC(C)(C)CC3=O)OC3=C2C(=O)CC(C)(C)C3)cc1
  -1, x, -18, 12, 26, 0.4, -5, -7, -24, -1.8, 8
- CSc1nc(-c2ccc(Cl)cc2)nn1S(=O)(=O)c1ccccc1
  0, 13, -4, 7, -5, -0.6, -4, 4, 89, 4.1, -5
- CCn1c(=S)[nH]c2ccccc21
  2, 1, -2, 11, 1, -0.8, 2, 3, 0, 0.5, -11
- C=C(Br)Cn1c(CC)nc2ccccc21
  -1, 4, -7, 12, -1, 1.2, -2, -9, 18, 0.5, 9
- O=C(NCc1ccco1)c1cc2nc(-c3ccc4c(c3)OCO4)cc(C(F)(F)F)n2n1
  -4, 4, 4, -1, -3, 2.3, -4, -2, -16, 0.4, 4
- CSCC[C@H](NC(=O)C1CCN(S(=O)(=O)c2ccccc2)CC1)C(=O)NC1CC1
  -2, 0, 3, -1, -5, 0.2, -5, -5, 197, 0.6, -9
- CCc1c(C)sc(NC(=S)Nc2nc(C)cc(C)n2)c1C(=O)OC
  -1, 5, -7, -24, -2, -2.4, -5, 2, -2, -1.3, -14
- O=C(CCC1CCCCC1)N1CCN(Cc2ccc3c(c2)OCO3)CC1
  -2, 14, 0, -10, 3, -0.6, -5, 5, 144, 0.6, -9
- CSc1cccc(NC(=O)c2ccco2)c1
  -5, -3, -10, 10, 2, 1.1, 3, 2, -4, 0.1, -4

Screening data from PubChem BioAssay.
